Pol eta inh – inhibitors of human DNA polymerase eta; Q9Y253; recombinant Pol eta, fluorescent DNA replication assay; Potency, µM (titrated, usually from 114 µM), for inactives: at the top dose activity change, negative = inhibition, hits mostly inhibitors; actives 1.2% (n = 390,000); AID 588591; also: potency is read from the fitted curve at half-maximal effect; % is scaled to controls: 0 for no effect and ±100 for the full control effect
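Pol eta at 10 nM preincubated with compounds 15 min at room temperature; reaction started with fluorescent substrate (50 nM final) and read kinetically at 0 and 10 min.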
BAZ2B inh – inhibitors of human BAZ2B bromodomain; AlphaScreen BAZ2B-H3K14Ac peptide displacement; actives 4.4% (n = 360,000); Q9UIF8; Potency, µM (highest dose often 114 µM), for inactives: at the highest dose activity change, negative = inhibition, most hits filed as inhibitors; AID 504333; also: potency is read from the fitted curve at half-maximal effect; % is scaled to controls: 0 for no effect and ±100 for the full control effect; nearly all actives have a fitted effect of over 60% in size
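AlphaScreen luminescence quantifies BAZ2B engagement of H3K14Ac peptide; the protein and biotinylated peptide are both at 50 nM final, buffer PBS pH 7.4 with 0.01% Tween-20, all steps at room temperature.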
GLS inhibitor – glutaminase GLS (human) inhibition; O94925; actives 0.21% (n = 410,000); GLS enzymatic activity, qHTS titration; Potency, µM (series often up to 45.5 µM), inactives show top-dose activity change, negative = inhibition, hits mostly inhibitors; also: potency is read from the fitted curve at half-maximal effect; % is scaled to controls: 0 for no effect and ±100 for the full control effect
Target sequence (O94925 whole entry, looked up): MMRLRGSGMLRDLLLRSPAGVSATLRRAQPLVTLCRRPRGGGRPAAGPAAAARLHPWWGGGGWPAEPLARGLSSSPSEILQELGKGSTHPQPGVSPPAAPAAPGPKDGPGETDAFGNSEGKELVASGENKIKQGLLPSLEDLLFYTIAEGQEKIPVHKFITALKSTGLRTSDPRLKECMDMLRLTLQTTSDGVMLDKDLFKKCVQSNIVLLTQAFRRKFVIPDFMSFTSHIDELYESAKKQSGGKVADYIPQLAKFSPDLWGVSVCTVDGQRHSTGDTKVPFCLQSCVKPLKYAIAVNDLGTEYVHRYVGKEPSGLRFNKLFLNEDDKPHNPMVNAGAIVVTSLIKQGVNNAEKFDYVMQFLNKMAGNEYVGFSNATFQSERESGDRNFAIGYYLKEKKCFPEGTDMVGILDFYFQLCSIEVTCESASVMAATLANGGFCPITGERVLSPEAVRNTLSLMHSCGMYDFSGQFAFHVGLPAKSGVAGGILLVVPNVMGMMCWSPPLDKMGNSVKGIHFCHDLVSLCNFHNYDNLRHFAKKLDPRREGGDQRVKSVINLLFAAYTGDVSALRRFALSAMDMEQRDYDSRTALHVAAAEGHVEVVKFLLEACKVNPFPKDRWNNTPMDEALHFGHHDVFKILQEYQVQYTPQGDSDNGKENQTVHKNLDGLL
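hKGA in 45 mM KH2PO4 pH 8.2, 0.02% Tween-20 with pin-transferred compounds; 1 mM L-glutamine (stock) plus glutamate oxidase/HRP/Amplex Red coupling added. Fluorescence read initially and after 30 min at RT.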
HP1b chromo inh – HP1-beta chromodomain-methylated histone interaction inhibition; AlphaScreen HP1-beta / biotin-H3K9me3 peptide binding; Potency, µM (top dose mostly 114 µM), inactives show at the top dose activity change, negative = inhibition, most hits filed as inhibitors; actives 0.56% (n = 390,000); AID 540317; also: potency is read from the fitted curve at half-maximal effect; nearly all actives have a fitted effect of over 70% in size; inactives centre near 23
Target sequence (P83916 whole entry, looked up): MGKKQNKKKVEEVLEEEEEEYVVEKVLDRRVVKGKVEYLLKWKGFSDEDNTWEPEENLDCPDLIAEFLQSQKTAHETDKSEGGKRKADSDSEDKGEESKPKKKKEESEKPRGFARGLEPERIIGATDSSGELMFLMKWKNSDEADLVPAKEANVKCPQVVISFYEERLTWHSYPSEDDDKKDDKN
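Compound inhibition of the preformed complex between 50 nM HP1-beta and 50 nM biotinylated H3K9me3 peptide was read by AlphaScreen. Buffer was PBS pH 7.4 with 0.01% Tween-20. Incubations ran 30 min at room temperature, with 10 ug/mL donor/acceptor beads.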
Pin1 inhibitor – blocks the human prolyl isomerase Pin1 | Q13526 | Pin1 FP peptide displacement, HiFluor488, 10 min | Potency, µM (highest dose often 115 µM), for the others: top-dose activity, negative = inhibition, hits mostly inhibitors | actives 0.009% (n = 390,000); active = well fitted inhibition curve with a large enough effect in the polarisation, with a control signal flat, not every such curve was filed as active; inconclusive = small, poorly fitted or top-dose-only effect, or effect the other way, or a change in a side signal; inactive = no such curve, though single readings can be large or run the other way; the % refers to the polarisation; also: potency is read from the fitted curve at half-maximal effect; % is scaled to controls: 0 for no effect and ±100 for the full control effect
Target sequence (Q13526 whole entry, looked up): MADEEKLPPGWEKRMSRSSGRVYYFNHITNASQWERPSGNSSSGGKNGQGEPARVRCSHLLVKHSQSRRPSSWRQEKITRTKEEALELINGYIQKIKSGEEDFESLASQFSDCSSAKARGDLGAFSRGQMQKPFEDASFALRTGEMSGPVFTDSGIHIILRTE
Tb PGK inh – blocks T. brucei phosphoglycerate kinase. P07378. PGK/GAPDH coupled, Kinase-Glo luminescence, 60 min. Potency, µM (doses to about 57.5 µM), for the others: top-dose activity change, negative = inhibition, usual class: inhibitors. actives 0.043% (n = 380,000). AID 602233; also: potency is read from the fitted curve at half-maximal effect; % is scaled to controls: 0 for no effect and ±100 for the full control effect; nearly all actives have a fitted effect of over 60% in size
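Luminescent ATP detection (Kinase-Glo Plus) follows a 60-minute room-temperature incubation, with wells lacking PGK as controls. Buffer: 100 mM TEA (pH 7.6), 5 mM MgCl2, 0.01% Tween-20. Coupling enzyme GAPDH (100 nM final) supplies unstable 1,3-BPG in-well.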
PI4K2A block – PI4K2A (human) kinase inhibition. purified PI4K2A, ADP-Glo luminescence, 1 h; stronger effect = lower value. AID 1346378. Q9BTU6. activity change, negative = inhibition, % at 76.9 µM. actives 0.13% (n = 420,000); in the data active = activity change below about -50%; inconclusive = mostly about -30% to -49%;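 also: -100% = wells without enzyme as full effect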
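PI4K2A activity was measured by ADP-Glo luminescence: enzyme (4 ug/mL stock) and phosphatidylinositol (1.2 mM stock) in Tris pH 7.5/MgCl2/EGTA/Triton X-100 buffer were reacted with ATP (300 microM stock) for one hour at ambient temperature.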
JMJD2A Tudor inh – inhibitors of human JMJD2A Tudor domain. O75164. AlphaScreen JMJD2A-Tudor / H3K4me3 peptide binding. Potency, µM (highest dose often 114 µM), inactives show at the top dose activity change, negative = inhibition, hits mostly inhibitors. actives 4.4% (n = 390,000). AID 504339; also: potency is read from the fitted curve at half-maximal effect; % is scaled to controls: 0 for no effect and ±100 for the full control effect; nearly all actives have a fitted effect of over 50% in size
G9a block – G9a (human) methyltransferase inhibition; G9a H3K9 monomethylation, AlphaScreen, 2 h; Potency, µM (titrated, usually from 102 µM), for inactives: at the top dose activity, negative = inhibition, usual class: inhibitors; actives 8.8% (n = 350,000); AID 504332; also: potency is read from the fitted curve at half-maximal effect; % is scaled to controls: 0 for no effect and ±100 for the full control effect; nearly all actives have a fitted effect of over 75% in size
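Compounds were preincubated with 20 nM G9a for 15 min, after which biotinylated H3K9 peptide (500 nM) and SAM (20 uM) started a 2 h room-temperature reaction. Monomethylated product was quantified by antibody-based AlphaScreen chemiluminescence.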
Numbers without * were called inactive; i = inactive; ? = inconclusive; . = no result given; [ ] = remark or other dose. Unless noted, calls follow the shape of the dose curve; as a rule, active = well fitted curve in the direction sought with a large enough effect; inconclusive = small, poorly fitted or top-dose-only effect, or another doubt; inactive = no such curve, though single readings can be large; an effect the other way counts as inactive or inconclusive. A portion of the library; rates above refer to the full screens.

#	GLS inhibitor	Pin1 inhibitor	HP1b chromo inh	Pol eta inh	JMJD2A Tudor inh	BAZ2B inh	G9a block	Tb PGK inh	PI4K2A block	SMILES
1	-7%	0%	69%[activator]	-13%	6%	8%	6%[59 µM]	-7%	-2	Cc1ccc(Cl)cc1-n1ncc2c(NC3CCCCCC3)ncnc21
2	1%	0%	26%	-6%	3%	-8%	7%[12.7 µM]	-4%	9	c1ccc2c(Nc3nncs3)c3ccccc3nc2c1
3	5%	5%	47%[activator]	-17%	12%	7%	3%[59 µM]	-8%	-2	CCc1ccc(OC(=O)c2sc3ncn(Cc4cccc(F)c4)c(=O)c3c2C)cc1
4	9%	0%	41%[activator]	-2%	-18%	-22%	?	.	-28	Nn1cnnc1N/N=C/c1ccccc1C(F)(F)F
5	-5%	4%	62%	-5%	-5%	.	.	0%	-4	CCOC(=O)c1ccc(NS(=O)(=O)c2c(N)n(C)c(=O)n(C)c2=O)cc1
6	2%	-11%	-8%	-15%	-31%	?	-11%[59 µM]	-27%	-6	O=C(Nc1ccc(N2CCC(N3CCCCC3)CC2)c(C(=O)O)c1)c1ccccc1
7	6%	42%[activator]	7%	-13%	-20%	.	-40%	-7%	0	Cn1cc(SCC(=O)NCCc2ccccc2)c2ccccc21
8	1%	-4%	54%[activator]	-5%	-12%	-5%	?	i	-2	C=CCSc1nnc(-c2ccccc2NC(C)=O)c(=O)[nH]1
9	10%	0%	-10%	-19%	?	-31%	-36%[59 µM]	-5%	1	Cc1nc2c(cc1C#N)C(=O)c1ccccc1-2
10	-18%	-1%	59%[activator]	-11%	-16%	.	.	-1%	-5	Cc1ccccc1-c1ccccc1CN1[C@@H](C(C)C)COCCS1(=O)=O
11	-1%	-1%	33%	-24%	-5%	-3%	2%	-9%	-3	CCOC(=O)c1ccccc1NC(=O)COC(=O)CCNS(=O)(=O)c1ccccc1
12	17%	-1%	95%[activator]	-17%	-17%	.	?	-4%	1	Cc1ccc(S(=O)(=O)N/N=C/c2cccs2)cc1
13	?	.	.	-4%	.	.	.	-2%	-13	O=C(Cn1sc2ccccc2c1=O)Nc1ccc(F)cc1
14	13%	0%	12%	-6%	-16%	-1%	32µM*	-6%	2	Cc1cc(OCC(=O)NNC(=S)NC(=O)c2cccs2)ccc1Cl
15	0%	7%	41%	-6%	-10%	.	.	-1%	1	COc1ccc(S(=O)(=O)N(C)C[C@H]2Oc3ccc(NC(=O)Cn4cnnn4)cc3C(=O)N([C@H](C)CO)C[C@@H]2C)cc1
16	-1%	-7%	37%	1%	-5%	-1%	?	-6%	-4	COc1ccc(-c2nnc(SCC(=O)Nc3ccccc3C)o2)cc1OC
17	-20%	-4%	7%	1%	0%	-3%	-5%	-3%	-9	Cc1ccc(S(=O)(=O)N2CCN(C(=O)c3c(-c4ccccc4)noc3C)CC2)c(C)c1
18	34%[activator]	-11%	32%	-9%	-17%	-2%	1%[59 µM]	i	6	Cc1cccc(N2CCN(C(=O)Nc3ccc(F)cc3)CC2C)c1 (centres undefined)
19	-2%	?	28%	-4%	-9%	?	50µM*	-7%	0	Cc1ccc(C)c(S(=O)(=O)c2c(N)n(/N=C/c3ccco3)c3nc4ccccc4nc23)c1
20	2%	5%	20%	-21%	15%	9%	7%[59 µM]	-14%	-5	Cc1ccc(/C=N/NC(=O)CNC(=O)COc2ccccc2)cc1

Fetched by compound from above:
#	GLS inhibitor	Pin1 inhibitor	HP1b chromo inh	Pol eta inh	JMJD2A Tudor inh	BAZ2B inh	G9a block	Tb PGK inh	PI4K2A block	SMILES
17	-20%	-4%	7%	1%	0%	-3%	-5%	-3%	-9	Cc1ccc(S(=O)(=O)N2CCN(C(=O)c3c(-c4ccccc4)noc3C)CC2)c(C)c1
18	34%[activator]	-11%	32%	-9%	-17%	-2%	1%[59 µM]	i	6	Cc1cccc(N2CCN(C(=O)Nc3ccc(F)cc3)CC2C)c1 (centres undefined)
11	-1%	-1%	33%	-24%	-5%	-3%	2%	-9%	-3	CCOC(=O)c1ccccc1NC(=O)COC(=O)CCNS(=O)(=O)c1ccccc1
19	-2%	?	28%	-4%	-9%	?	50µM*	-7%	0	Cc1ccc(C)c(S(=O)(=O)c2c(N)n(/N=C/c3ccco3)c3nc4ccccc4nc23)c1

(further entries)
#	GLS inhibitor	Pin1 inhibitor	HP1b chromo inh	Pol eta inh	JMJD2A Tudor inh	BAZ2B inh	G9a block	Tb PGK inh	PI4K2A block	SMILES
21	11%	5%	0%	-20%	?	?	-6%[12.7 µM]	-6%	-2	COc1cc(OC)c(OC)cc1CN1CCc2nc(N3CCN(c4ncccn4)CC3)ncc2C1
22	4%	3%	21%	2%	-7%	14%	-27%	3%	-2	Cc1nc2ccccc2c(=O)n1-c1ccc(F)c(NC(=O)c2cccs2)c1
23	-9%	-9%	35%	-6%	-3%	2%	-1%	i	8	Cc1cc(NC(=O)c2ccc3c(c2)C(=O)N(CC(C)C)C3=O)no1
24	4%	1%	28%	-21%	-17%	7%	1%[59 µM]	-3%	6	O=C(Nc1nnc(SCc2ccc(F)cc2)s1)C1=COCCO1
25	3%	5%	28%	2%	1%	-4%	3%[12.7 µM]	4%	5	NCCCN1CCOCC1
26	-3%	-1%	35%	-13%	-19%[57.1 µM]	?	40µM*	-1%	4	O=C1CCN=C(Nc2ccc(F)cc2)N1Cc1ccccc1
27	-3%	1%	26%	-20%	-7%	.	.	1%	1	O=C(C[C@@H]1C/C=C\C[C@H](Cc2ccc(F)cc2)C(=O)OC[C@H]2CCCN2C1=O)N[C@H](CO)Cc1ccccc1
28	0%	.	.	-7%	.	.	.	5%	-17	CC1=C(C(=O)N2CCOCC2)CC(CC(=O)NCC2CCCCC2)C(=O)N1CCC1=CCCCC1 (centres undefined)
29	-3%	-2%	20%	-22%	-12%	45µM*	?	0%	-7	COc1cc2[nH]c3c(Cl)ncnc3c2cc1OC
30	0%	-3%	22%	1%	-14%	-10%	1%	i	-3	COc1cccc(NC(=O)c2ccnc(N3CCC(C(=O)NCc4ccccc4OC)CC3)c2)c1

Records 29 through 30, reprinted for reference:
#	GLS inhibitor	Pin1 inhibitor	HP1b chromo inh	Pol eta inh	JMJD2A Tudor inh	BAZ2B inh	G9a block	Tb PGK inh	PI4K2A block	SMILES
29	-3%	-2%	20%	-22%	-12%	45µM*	?	0%	-7	COc1cc2[nH]c3c(Cl)ncnc3c2cc1OC
30	0%	-3%	22%	1%	-14%	-10%	1%	i	-3	COc1cccc(NC(=O)c2ccnc(N3CCC(C(=O)NCc4ccccc4OC)CC3)c2)c1

More compounds.
#	GLS inhibitor	Pin1 inhibitor	HP1b chromo inh	Pol eta inh	JMJD2A Tudor inh	BAZ2B inh	G9a block	Tb PGK inh	PI4K2A block	SMILES
31	-6%	7%	29%	-18%	-35%	.	.	-2%	-3	COc1ccc(CCN(C)C(=O)c2cccc(S(=O)(=O)N3CCN(c4ccc(F)cc4)CC3)c2)cc1OC
32	0%	.	.	-18%	.	.	.	-1%	-2	Fc1ccc(-c2nc3c4ccccc4ccn3c2Cc2ccccc2)cc1
33	-1%	3%	57%[activator]	.	3%	5%	33%[59 µM]	.	-5	Cc1ccc(NC(=O)c2c(NC(=O)c3ccccc3)sc3c2CCC3)cc1
34	-9%	-5%	16%	-14%	-34%	-34%	-1%[59 µM]	-4%	-5	Cc1ccc(C)c(NC(=O)CCCn2c(C)c3cnn(-c4ccccc4)c(=O)c3c2C)c1
35	-7%	.	.	-8%	.	.	.	-3%	7	Cc1ccccc1NC(=O)Cc1nc(COC(=O)CNC(=O)c2ccc(Cl)cc2Cl)cs1
36	9%	-2%	41%[activator]	-12%	1%	-1%	?	1%	1	Nc1c(C(=O)c2ccc(F)cc2)oc2ccccc12
37	6%	-6%	38%[activator]	-18%	-11%	-1%	2%	i	3	CC(=O)OC1OCCOC1NC(=S)Nc1ccc(C)cc1 (centres undefined)
38	-25%	-2%	26%	-11%	7.1µM*	-23%	20µM*	-1%	-7	C=CCn1c(-c2ccc(F)cc2)n[nH]c1=S
39	-4%	1%	67%[activator]	-10%	11%	8%	-27%[2.33 µM]	-1%	-2	COc1ccc2c(c1)C(=O)CC(c1ccc3c(c1)OCCO3)O2 (centres undefined)
40	0%	4%	11%	-3%	-15%	.	.	-6%	1	O=C(CCNC(=O)c1ccccc1)NNC(=O)c1ccc(F)cc1
41	0%	3%	-1%	-11%	-23%	-34%	?	9%	-3	Cc1cccc2cc(C(c3nnnn3Cc3ccccc3)N3CCN(c4ccccc4)CC3)c(=O)[nH]c12 (centres undefined)
42	-7%	-11%	26%	-18%	-1%	-2%	.	-5%	-2	CC(OC(=O)CSc1ccc(F)cc1)C(=O)NC1(C#N)CCCCC1 (centres undefined)
43	25%	?	?	-2%	?	?	8.9µM*	11%	-58*	CCOc1ccc(C(c2c(C)[nH]n(-c3ccccc3)c2=O)c2c(C)[nH]n(-c3ccccc3)c2=O)cc1OC
44	3%	-6%	3%	-23%	-13%	-13%	.	i	0	N#CCc1ccc(Oc2ccc([N+](=O)[O-])cn2)cc1
45	-12%	8%	40µM*	-29%	28µM*	.	.	-8%	0	CNc1ccc(C=C2C=Cc3ccccc32)cc1
46	1%	-7%	60%[activator]	-6%	1%	-4%	-23%	4%	-3	O=C(O)c1cc(-c2cccs2)nc2cc3c(cc12)OCCO3
47	1%	5%	26%	-18%	-14%	.	.	-8%	-5	Cc1ccc(S(=O)(=O)N2CCN(C(=O)Cn3c(=O)oc4ccccc43)CC2)cc1
48	0%	30%	18%	?	-17%	-14%	21%	-9%	1	N/C(=N\c1nc2ccccc2o1)NC(=O)c1ccccc1
49	-2%	-1%	25%	-11%	-13%	?	?	-2%	-1	O=C(CCn1cccc1)Nc1cc(F)ccc1F

Source: PubChem BioAssay (National Center for Advancing Translational Sciences (NCATS))
